# Source: PubChem
# KCNQ2 block – KCNQ2 potassium channel inhibitors, primary screen, cell-based, CHO-K1, FluxOR thallium flux, B-score (AID 2156) | Potassium voltage-gated channel subfamily KQT member 2 (Rattus norvegicus), O88943 | 310,000 compounds, 1.1% hits | 20 min; hits give low values | B-score at 10 µM;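 active = fluorescence ratio B-score at most minus 3 library SDs, with starting brightness B-score within 2 library SDs, cut at about -5.5 in these data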
# OX1R FRET antag – antagonists of human orexin 1 receptor (OX1R); Orexin/Hypocretin receptor type 1 (Homo sapiens), O43613; OX1R-expressing cells, FRET antagonist read-out; inhibition, % at 6.6 µM; 330,000 compounds, 1.8% hits; in the data active = inhibition mostly above about 38%, no sharp cut-off; inactive = mostly below about 40%;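 note: 0% = agonist challenge alone and 100% = reference antagonist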
# Target sequence (O43613 whole entry, looked up): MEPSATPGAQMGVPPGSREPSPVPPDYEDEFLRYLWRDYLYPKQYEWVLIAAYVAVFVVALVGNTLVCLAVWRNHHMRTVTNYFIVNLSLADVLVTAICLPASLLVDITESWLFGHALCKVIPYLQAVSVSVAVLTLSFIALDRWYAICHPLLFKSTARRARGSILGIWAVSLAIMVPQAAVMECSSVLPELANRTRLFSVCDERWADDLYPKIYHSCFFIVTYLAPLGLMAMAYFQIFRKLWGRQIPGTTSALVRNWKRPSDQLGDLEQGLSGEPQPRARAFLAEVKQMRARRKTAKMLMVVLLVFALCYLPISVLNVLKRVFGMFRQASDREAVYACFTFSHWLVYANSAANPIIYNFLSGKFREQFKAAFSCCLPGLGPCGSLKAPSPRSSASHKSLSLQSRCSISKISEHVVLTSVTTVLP
# STK33 inh – inhibitors of purified STK33 kinase, primary screen, biochemical, ADP-Glo luminescence, homogeneous, cell-free | Serine/threonine-protein kinase 33 (Homo sapiens), Q9BYT3 | MBP phosphorylation | inhibition, % at 10 µM | 320,000 compounds, 0.073% hits | AID 2661, 2010;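 active = inhibition at or above 25%, using the most active replicate where run in duplicate; inactive = inhibition below 25%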
# Target sequence (Q9BYT3 whole entry, looked up): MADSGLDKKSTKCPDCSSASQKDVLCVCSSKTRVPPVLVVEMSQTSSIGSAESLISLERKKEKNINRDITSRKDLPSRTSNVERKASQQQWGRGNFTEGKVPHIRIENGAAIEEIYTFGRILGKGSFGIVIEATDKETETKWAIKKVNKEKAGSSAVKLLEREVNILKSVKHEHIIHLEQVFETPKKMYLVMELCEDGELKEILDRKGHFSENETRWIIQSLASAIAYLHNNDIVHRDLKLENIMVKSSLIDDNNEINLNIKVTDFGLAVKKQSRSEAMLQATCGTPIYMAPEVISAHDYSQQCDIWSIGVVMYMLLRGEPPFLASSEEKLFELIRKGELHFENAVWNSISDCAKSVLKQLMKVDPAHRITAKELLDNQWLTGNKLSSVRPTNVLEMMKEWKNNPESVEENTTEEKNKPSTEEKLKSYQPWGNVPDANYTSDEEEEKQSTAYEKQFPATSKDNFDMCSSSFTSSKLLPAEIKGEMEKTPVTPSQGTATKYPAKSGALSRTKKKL
# The depositor's hits bear a star; i = inactive; · = no result given. An unsorted share of the library. Share with any hit: about 2.7%.
SMILES,KCNQ2 block,OX1R FRET antag,STK33 inh
COc1ccc(NC(=O)c2nc[nH]c2C(=O)N[C@@H](C)c2ccccc2)cc1,i,16,0.4
COc1ccc(CN2CCSc3sccc3C2=O)cc1,i,7,-0.3
CN(Cc1ccccc1)c1ccc(C(CC(N)=O)NC(=O)Cc2ccc(Br)cc2)cc1[N+](=O)[O-] (stereo not given),i,-3,0.5
CC(=O)Nc1ccc(C(=O)CSc2nc3ccccc3n2CC(=O)N2CCCC2)cc1,i,6,0.2
COc1ccc(C)cc1NC(=O)NCc1ccccc1F,i,7,4.7
O=C(NCc1ccc(Cl)cc1)C1=Cc2cc(Cl)ccc2OC1,i,24,1.5
O=C(NNS(=O)(=O)c1ccc([N+](=O)[O-])cc1)c1ccncc1,i,33,-0.9
O=C(N/N=C/c1ccncc1)c1nc(-c2ccccc2)n2c1CCCCC2,i,35,0.6
CCOC(=O)N1CCN(C(=O)Cn2ncc3ccccc32)CC1,i,15,-0.5
O=C(CNC(=O)c1cccs1)N/N=C/c1ccco1,i,8,·

# Four entries already listed, ordered by their value in OX1R FRET antag, smallest number first.
smiles	OX1R FRET antag
CC(=O)Nc1ccc(C(=O)CSc2nc3ccccc3n2CC(=O)N2CCCC2)cc1	6
COc1ccc(C)cc1NC(=O)NCc1ccccc1F	7
COc1ccc(NC(=O)c2nc[nH]c2C(=O)N[C@@H](C)c2ccccc2)cc1	16
O=C(N/N=C/c1ccncc1)c1nc(-c2ccccc2)n2c1CCCCC2	35

# The listing continues:
SMILES,KCNQ2 block,OX1R FRET antag,STK33 inh
COc1ccc(C(=O)NC(=S)NC(C)c2ccccc2)cc1 (stereo not given),i,10,1.8
COc1cc2c(cc1OC)CN(C(=O)C1CCCN1S(=O)(=O)c1ccc(F)cc1)CC2 (stereo not given),i,38,-0.6
CC(C)(C)CN1C(=O)C(=O)NC[C@@H]1Cc1ccc(O)cc1,i,-2,-1.4
O=C(c1ccc([N+](=O)[O-])o1)N1CCN(c2nc3c(F)cc(F)cc3s2)CC1,i,39,-2.2
O=C(O)CSc1nnc(-c2ccc(Cl)cc2Cl)n1-c1ccc(Br)cc1,i,14,-2.6
CCOC(=O)N1CCN(c2ccc(C(=O)c3cccc(F)c3)cc2)CC1,i,17,-1.2
O=C(COC(=O)c1ccc(O)cc1)NCCC1=CCCCC1,i,14,-0.1
Cc1ccc(NC(=O)C=NOCC(=O)Nc2cc(C)cc(C)c2)cc1,·,6,0.0
O=c1c(/C=C(\O)c2ccccc2)nc2ccccc2n1-c1ccccc1,i,27,-0.3
CCC(=O)c1ccccc1OCC(=O)Nc1c(C)cccc1C,i,9,0.2
NS(=O)(=O)c1ccc(CCNC(=O)CSc2nc3ccccc3c(=O)n2CCC(=O)N2CCCCC2)cc1,i,13,-0.5
NNC(=O)CCc1nc2ccccc2[nH]1,i,25,2.8
CSc1ccc(S(=O)(=O)NCC(=O)OC(C)C(=O)NCc2ccccc2)cc1[N+](=O)[O-] (stereo not given),i,67*,-1.1
O=C(CCN1CCOCC1)Nc1ccc2c(c1)CCC2,i,6,0.2
CCC1(Cc2ccccc2)NC(=O)c2ccccc2O1 (stereo not given),i,20,-1.2
Cc1ccc(N(C(=O)CNC(=O)c2ccco2)C(C(=O)NC2CCCC2)c2ccncc2)cc1F (stereo not given),i,18,0.6
O=C1CC(c2cccnc2)c2cc3c(cc2N1)OCO3 (stereo not given),i,13,-1.1
Cc1ccccc1NC(=O)c1cnc2ccccn2c1=O,i,15,0.0
Cn1ncc(Br)c1C(=O)N1CCOCC1,i,-2,-2.4
Cc1ccc(S(=O)(=O)Nc2c(C)n(C)n(-c3ccccc3)c2=O)cc1C(=O)NCc1ccccn1,i,7,6.5

# Retrieved one by one from the list above (four):
SMILES,KCNQ2 block,OX1R FRET antag,STK33 inh
O=C(NNS(=O)(=O)c1ccc([N+](=O)[O-])cc1)c1ccncc1,i,33,-0.9
O=C(c1ccc([N+](=O)[O-])o1)N1CCN(c2nc3c(F)cc(F)cc3s2)CC1,i,39,-2.2
Cn1ncc(Br)c1C(=O)N1CCOCC1,i,-2,-2.4
COc1ccc(C)cc1NC(=O)NCc1ccccc1F,i,7,4.7

# (list continues)
SMILES,KCNQ2 block,OX1R FRET antag,STK33 inh
COc1ccc2nc3cccc(OC)c3nc2c1,i,42*,·
Cc1ccc(C(=O)Nc2cccc(S(=O)(=O)N(C)c3ccccc3)c2)o1,·,12,0.3
CCOCC(=O)Nc1cccc(C(=O)OCC)c1,i,11,-1.1
CSc1ncccc1C(=O)OCc1ccccc1Cl,i,17,0.1
O=C(O)c1ccc(/C=N/Nc2nc(N3CCCCC3)nc(N3CCCCC3)n2)cc1,i,6,-1.7
COCC(C)NC(=O)c1ccc(-n2nc(C(F)(F)F)cc2-c2cccs2)cc1 (stereo not given),i,11,-1.4
Cc1onc(-c2ccccc2)c1C(=O)N/N=C/c1ccc([N+](=O)[O-])s1,i,19,0.6
CCCCn1c(=O)[nH]c(=O)c2c1nc(-c1ccc(-c3ccccc3Br)o1)n2CCOC,i,8,0.5
CN1CCN(/N=C/c2ccc(-c3ccc([N+](=O)[O-])cc3)o2)CC1,i,83*,0.3
CCn1cc(CN2CCCC(CO)(Cc3ccc(F)cc3)C2)c2ccccc21 (stereo not given),i,7,-2.3
Cc1[nH]cnc1CSCc1ccc(F)cc1,i,11,-1.6
CCOC(=O)Cc1nc(-c2ccc(Cl)cc2)n[nH]1,i,18,-1.7
O=C(CSc1nnc(NC2CCCCC2)s1)NCc1ccco1,i,4,0.4
N#CCn1cc(/C=N/NC(=O)c2cc3c(ccc4ccccc43)o2)c2ccccc21,i,37,-1.7
CCOC1OC(=O)C(Cl)=C1Nc1ccccc1C (stereo not given),i,15,0.1
Cc1nc2ccc(NC(=O)c3oc4ccc(F)cc4c3C)cc2s1,·,100*,0.3
Cc1cc(C)cc(N(CC(=O)Nc2ccccc2)C2=NC3CS(=O)(=O)CC3S2)c1 (stereo not given),i,61*,-0.8
CCN=C1NN=C(c2ccc(C)cc2)CS1,i,9,-0.2
CCCN1C2=NS(=O)(=O)CCN2c2ccccc21,i,7,-1.0
CCOC(=O)N1CCN(C(=O)c2c(-c3ccccc3)noc2C)CC1,i,9,-1.1

# Complete entries, quoted from the list. Values in the order: KCNQ2 block, OX1R FRET antag, STK33 inh
# O=C(O)CSc1nnc(-c2ccc(Cl)cc2Cl)n1-c1ccc(Br)cc1 as listed: i, 14, -2.6
# COc1ccc2nc3cccc(OC)c3nc2c1 as listed: i, 42*, ·
# CCOCC(=O)Nc1cccc(C(=O)OCC)c1 as listed: i, 11, -1.1
# CCOC(=O)N1CCN(C(=O)c2c(-c3ccccc3)noc2C)CC1 as listed: i, 9, -1.1
# COCC(C)NC(=O)c1ccc(-n2nc(C(F)(F)F)cc2-c2cccs2)cc1 (stereo not given) as listed: i, 11, -1.4

# (continued)
SMILES,KCNQ2 block,OX1R FRET antag,STK33 inh
CC1(C)CC(=O)C=C(Nc2ccc(Br)cc2F)C1,i,10,-0.8
CC(C)(C#N)NC(=O)c1ccco1,i,8,-0.7
CCOc1c(Br)cc(CNc2ccc(N3CCOCC3)cc2)cc1OC,i,24,-0.4
Cc1cc(C(=O)Cn2nc(C(=O)O)c3ccccc3c2=O)c(C)n1-c1cccc(C(F)(F)F)c1,i,-5,-0.5
O=C(Nn1cc(C(=O)Nc2ccc(F)cc2F)c2ccccc2c1=O)c1cnccn1,i,6,-3.9
Cc1ccc(NC(=O)C(C)SCc2nc3sc4c(c3c(=O)[nH]2)CCCC4)nc1 (stereo not given),i,41,-1.4
O=C(Nc1nnc(-c2ccc(Cl)cc2)o1)c1cccc(N2C(=O)CCC2=O)c1,i,12,0.2
CCN(C(=S)NCc1ccccc1)c1ccccc1,i,-1,-0.8
Cc1ccc(S(=O)(=O)NCC(=O)N(c2ccccc2)C(C(=O)NCc2ccccc2)c2ccco2)cc1 (stereo not given),-6.9*,22,·
COc1ccc(Cl)cc1NC(=O)COC(=O)CCc1cc(OC)c(OC)c(OC)c1,i,25,-0.1
CSc1nc2sc(-c3ccccc3)cc2c(=O)n1N,i,14,0.1
Cc1cc(C)cc(N=C2NC(=O)/C(=C/c3cccs3)S2)c1,i,26,0.4
O=C(c1cccc(-c2ccc(O)cc2)c1)N1CCOCC1,i,38,-0.6
O=[N+]([O-])c1cc(C(F)(F)F)cc([N+](=O)[O-])c1N1CCCNCC1,i,14,-1.9
CCOc1ccc(CN(C)CC(O)COC(c2ccc(OC)cc2)c2ccc(OC)cc2)cc1 (stereo not given),i,0,-1.0
Cc1ccc(NC(=O)CN(C)S(=O)(=O)c2cccc3nsnc23)cc1,i,53,-0.5
O=C(NCCc1ccccn1)C1CCN(S(=O)(=O)c2ccc3ccccc3c2)CC1,i,4,2.9
CSc1ncccc1C(=O)OCC(=O)c1ccccc1,i,11,-0.5
Cc1ccc(C(=O)OCc2cc(=O)n3c(C)csc3n2)s1,·,1,1.0
Cc1cccc(N=C2NC(=O)/C(=C/c3cccn3C)S2)c1C,i,5,-0.3
CCCS(=O)(=O)N1CCCC(C(=O)NCCN2CCC(Cc3ccccc3)CC2)C1 (stereo not given),i,15,-1.7
COc1ccc(CCC(=O)N2CCN(S(=O)(=O)c3cccc(Cl)c3)CC2)cc1,·,1,-1.8
FC(F)(F)c1ccccc1NC(=S)N1CCc2ccccc2C1,i,7,-1.9
O=C1Nc2ccccc2C(=O)C1(Cl)Cc1ccccc1 (stereo not given),i,23,0.3
CCCn1nnnc1-c1cc(Cl)cc(Cl)c1,i,0,-1.2
CCCCOc1ccc(S(=O)(=O)Nc2ccc(NC(C)=O)cc2)cc1,i,10,4.8
O=C(Oc1ccc(/C=N/NC(=O)c2ccccn2)cc1)c1ccc(Br)cc1,i,22,-1.4
COC(=O)CSc1nnc(-c2ccc(S(=O)(=O)N3CCCC3)cc2)n1C,i,4,-1.2
CN(CC(=O)Nc1ccc(F)cc1)C(=O)COC(=O)CSc1ccc(F)cc1,i,20,2.6
O=C1CCN(Cc2ccccc2)C=C1c1ccc(Br)cc1,·,0,0.0
NS(=O)(=O)c1ccc(NC(=O)CSc2nc3ccccc3c(=O)n2Cc2ccncc2)cc1,·,2,0.1
O=C(NC1CCCCC1)c1noc2c1CCCCC2,i,18,-1.0
COCCn1c(SCC(=O)Nc2nnc(C)s2)nnc1-c1ccco1,i,12,-2.9
Cn1c(CCNC(=O)OC(C)(C)C)n[nH]c1=S,i,3,0.0
COCCNC(=O)C(c1ccc(C)o1)N(C(=O)C(=O)NC1CCCCC1)c1ccc(F)cc1 (stereo not given),i,11,-0.2
Cc1cc(NS(=O)(=O)c2ccc(NC(=O)/C=C/c3ccccc3Cl)cc2)no1,i,28,-1.1
CSc1ccc(NC(=O)N2CCC(C(=O)c3ccc(F)cc3)CC2)cc1,i,25,-1.3
CC(=O)Nc1nc(SCCCc2ccccc2)n[nH]1,i,23,-1.4
COc1ccc2[nH]cc(CCNC(=O)Cc3ccc(Cl)cc3)c2c1,i,-1,-0.2
O=C(Nc1cc(C(F)(F)F)ccc1N1CCOCC1)c1ccc[n+]([O-])c1,i,13,0.6
O=c1c2ccccc2nc(-c2ccccc2)n1O,i,22,1.8
CCC(=O)c1ccc(OCC(=O)OCC(=O)c2cc(C)n(C3CC3)c2C)cc1,i,16,-1.1
Cc1cccc(CCN(CC(=O)NC(C)(C)C)C(=O)c2csnn2)c1,i,8,-0.9
CCOc1cc(-c2noc(-c3cccnc3)n2)ccc1OC,i,22,0.7
COc1ccccc1C(=O)COC(=O)CNS(=O)(=O)c1ccc(C)cc1,i,8,-0.2
O=C(CSc1nnc(-c2ccccc2)n1-c1ccc(Cl)cc1)N/N=C/c1ccco1,i,13,-0.3
O=C(N/N=C/c1ccc2c(c1)OCO2)c1cc(-c2ccncc2)nc2ccccc12,i,15,-0.3
CCN1CCCC1CNC(=O)C(=O)Nc1ccccc1OC (stereo not given),i,6,-1.2
Cc1cc(S(=O)(=O)N2CCN(c3ccccc3F)CC2)ccc1-n1cnnn1,i,28,-0.2
O=C(O)c1oc2ccccc2c1CSc1ccccn1,i,19,-0.3
# The list continues:
SMILES,KCNQ2 block,OX1R FRET antag,STK33 inh
COc1ccccc1OCC(=O)Nc1ccc(S(=O)(=O)Nc2nccs2)cc1,i,13,-0.9
CSc1nc(N2CCOCC2)c2ccccc2n1,i,10,-1.6
O=C(Nc1cccc(Br)c1)c1ccc(OC2CSC2)cc1,i,21,-1.3
COc1ccc(S(=O)(=O)N2CCOCC2)cc1C(=O)Nc1cc(C)on1,i,11,-0.2
O=C(NNc1c([N+](=O)[O-])cc(C(F)(F)F)cc1[N+](=O)[O-])c1ccco1,i,48,1.2
CCc1nnc(NC(=O)C2CCC2)s1,i,9,-3.0
Cc1cc(=O)oc2cc(OCC(=O)OC(C)C(=O)Nc3ccc(S(N)(=O)=O)cc3)ccc12 (stereo not given),·,5,-0.8
COc1cc(C(=O)NN2C(=O)NC3(CCC(C)CC3)C2=O)ccc1OC(F)F (stereo not given),·,2,-1.7
CSCCC(NC(=O)c1ccccc1Cl)C(=O)NCC(c1ccco1)N1CCCCC1 (stereo not given),i,13,-3.0
COCCN1CCN(C(=O)C2CCC(=O)N(Cc3ccc(Cl)cc3)C2)CC1 (stereo not given),i,2,1.8
O=C(O)c1ccc(Nc2nc3ccccc3nc2NS(=O)(=O)c2ccc(F)cc2)cc1,i,12,0.7
Cc1ccc(S(=O)(=O)NN2C(=O)/C(=C/c3cccs3)SC2=S)cc1,i,56,-1.3
NC(=O)c1cc(S(=O)(=O)NCc2ccc(F)cc2)cs1,i,8,0.5
COC(=O)c1ccc(C(=O)OC)c(NC(=O)CN(C)Cc2cccc(Cl)c2Cl)c1,i,26,-0.7
CCN(CC)CC(O)CN1C(=O)NC(C)(C)C1=O (stereo not given),i,4,0.8
CCOC(=O)C1CCN(C(=O)Nc2ccc3oc(C)nc3c2)CC1,i,30,0.3
